# Compound activity as filed in PubChem BioAssay.
# Hep lipid drop = hepatic lipid droplet formation modulation; AML12 mouse hepatocytes, oleate lipid droplets, BODIPY imaging; inhibition, % at 6.5 µM; 0.4% of 240,000 active;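 active = lipid droplet intensity inhibited by at least 50%, with more than 500 cells counted; inconclusive = wells with under 300 cells, treated as cytotoxic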
#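 System: AML12 hepatocytes (mouse). Probe or stimulus: oleic acid at 100 µM to induce lipid droplet formation. Times: overnight treatment with compound plus oleate. Detection: Image-based BODIPY and DAPI two-channel analysis. Evaluation: percent inhibition of filter-corrected integrated lipid droplet intensity per well.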
# b-catenin transl = alters nuclear translocation of beta-catenin in HeLa cells; immunofluorescence imaging; nuclear translocation activity, % at 5 µM; 0.3% of 190,000 active; AID 1665;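 active = nuclear translocation activity above 50% at 5 µM, with a well cell count of 50 or more; inconclusive = wells under 50 cells across six images, flagged as toxic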;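 note: per-cell ratio of nuclear to cytoplasmic median beta-catenin stain intensity; plate controls were DMSO negative control for no effect and GSK-3 inhibitor IX positive control for full effect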
#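 Signal – beta-catenin immunofluorescence imaging with DAPI · Test system – human HeLa cell line · Dosing – 5 µM primary single dose, 0.1% DMSO, 0.02–20 µM confirmation series · Measure – % activation, nuclear-to-cytoplasmic median beta-catenin signal ratio per cell · Incubation – 24 h compound exposure at 37°C, 5% CO2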
# Autophagy mod = alters autophagy in cells | calls only at 10 µM (by protocol) | AID 463193 | MEF GFP-LC3 puncta imaging; test concentration mostly 10 µM | 0.98% of 190,000 active;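 active = percentage of spot-positive cells more than 3 SD above its plate mean, without a fluorescence outlier flag or 80% toxicity; inconclusive = no clear call, values can overlap the other calls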;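 note: spot-positive cell cutoff set from DMSO-treated cells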
# West Nile virus CPE = West Nile virus antiviral activity, cell-based, CPE readout (AID 1621) | West Nile virus-infected cells, CPE inhibition; higher % means a stronger effect | one-dose CPE inhibition, % at 10 µM; IC50 in µM for titrated hits | 0.02% of 290,000 active; in the data active = a potency from the dose series; inconclusive = CPE inhibition mostly from about 3.7% at the one dose, without a potency; inactive = the rest, 99 in 100 with CPE inhibition below about 2.2%; note: strong numbers were not always called active
# T cell HTS = T cell immune modulation candidate; 2C CD8+ T cell-vesicle binding, flow cytometry; hits give low values; 0.068% of 330,000 active; calls only at 7 µM;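 active = response, share of CD8 T cells binding vesicles, and their 90th percentile fluorescence all below set limits, cut at about 80% in these data, passing the limit was not always enough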
#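 material = purified 2C TCR transgenic mouse naive CD8+ T cells | controls = Unloaded micro-vesicles (low), QL9 vesicles with 0.7% DMSO (high) | detection = cytometric PE anti-B7-1 and Alexa647 anti-CD8 signals after 1% paraformaldehyde fixation | incubation = binding step 1.5 h, 37 °C, antibody labelling 20 min, ice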
# Myeloid diff MLP = compounds promoting myeloid differentiation; ER-HoxA9 myeloid progenitors, lysozyme-GFP differentiation, flow cytometry; 1% of 360,000 active; calls only at 10 µM; AID 624256;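 active = normalized GFP-positive differentiation at or above the plate's own cutoff, the solvent-only control mean plus 3 SD; inconclusive = no clear call, values can overlap the other calls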;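 note: cells exposed to compound for four days before flow analysis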
# Insulin prom up = MIN6 insulin promoter up-regulation; z-score at 5 µM; AID 1625; 0.3% of 190,000 active; MIN6 insulin promoter-GFP reporter, high-content imaging; hits give high values;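 active = z-score above 3 at 5 µM with at least 500 cells counted in the well; inconclusive = wells under 500 cells, flagged as cytotoxic or low count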
# WT yeast gro inh = growth inhibition of WT yeast, mitochondrial fusion screen | AID 1362 | inhibition, % at 10 µM | 2.1% of 190,000 active | mitochondrial fusion phenotypic screen, WT strain; in the data active = inhibition above about 58%; tested in S. cerevisiae
# MT stabilizer = microtubule stabilization, imaging screen | HeLa tubulin immunostaining HCS, 24 h; share of cells brighter than vehicle mean+2SD | % tubulin-high responders, % at 10 µM | 0.83% of 200,000 active;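 active = plate Z-score above 3 for both tubulin-high and condensed-nucleus cell shares, with cell loss under 80%, at 10 µM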;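 note: anti alpha tubulin signal scored within the nucleus-defined area of each cell; some results filed as inactive read as strong as hits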
# WT yeast gro inh mutant strain = also measured in WT yeast gro inh; calls as there; inhibition, %; mitochondrial fusion phenotypic screen, mutant strain inhibition
# Insulin prom up cell count = further read-out of Insulin prom up, marked with its call; cell count; measured here: cytotoxicity, nuclei count;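 total cells summed across four imaged fields per well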
# Hep lipid drop cells 6.5 µM = second read-out of Hep lipid drop, no call of its own (marks repeat the call); cell count; measured here: cell count, cytotoxicity flag;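 cells counted across two imaged fields per well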
# b-catenin transl cell count 5 µM = further read-out of b-catenin transl, marked with its call; cell count; measured here: cell count, cytotoxicity flag
# T cell HTS vesicle-bound % = second read-out of T cell HTS, no call of its own (marks repeat the call); double positive events, %; measured here: CD8+ vesicle-bound cell fraction;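 binding gate set so that unloaded-vesicle control wells show 10% double positive cells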
# MT stabilizer Hoechst-high % = recorded beside MT stabilizer, whose call it bears; % Hoechst-high responders; measured here: nuclear condensation Hoechst responders;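 share of cells brighter than vehicle mean plus two SD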
# MT stabilizer cytotoxicity % = second read-out of MT stabilizer, no call of its own (marks repeat the call); toxicity, %; measured here: cytotoxicity by cell density;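 0% = mean cell density of plate MIN control wells and 100% = no cells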
# Autophagy mod cell loss 18 h = further read-out of Autophagy mod, marked with its call; toxicity, %; measured here: cell loss, nuclei count;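 cell loss after 18 h compound exposure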
# Myeloid diff MLP GFP+ MAC1+ % = also measured in Myeloid diff MLP; calls as there; GFP+ MAC1+ double positive, %; measured here: differentiation confirmed by MAC1 staining
# An asterisk follows results filed as active; i = inactive; ? = inconclusive; . = no result given; + = active, no number.
SMILES,Hep lipid drop,Hep lipid drop cells 6.5 µM,b-catenin transl,b-catenin transl cell count 5 µM,Autophagy mod,Autophagy mod cell loss 18 h,West Nile virus CPE,T cell HTS,T cell HTS vesicle-bound %,Myeloid diff MLP,Myeloid diff MLP GFP+ MAC1+ %,Insulin prom up,Insulin prom up cell count,WT yeast gro inh,WT yeast gro inh mutant strain,MT stabilizer,MT stabilizer Hoechst-high %,MT stabilizer cytotoxicity %
Cc1ccc(NC(=O)C2CCN(S(=O)(=O)c3cccc4cccnc34)CC2)nc1,.,.,-0.3,1144,.,.,-1.4%,i,46.2,i,1.5,-1.11,924,0.8,-4.0,7.1,1.1,5.8
CCN(CC)CCNc1ccc2nnc(CCNS(=O)(=O)c3ccc(C)cc3)n2n1,-0.5,685,-0.3,1034,i,-4.7,0.2%,i,26.8,i,0.7,0.61,1641,-6.6,-13.3,2.2,2.0,5.5
CCOC(=O)c1cccc(NC(=O)C2CCCN(S(=O)(=O)c3cnc[nH]3)C2)c1 (stereo not drawn),.,.,.,.,i,1.2,-0.5%,i,47.8,i,3.0,0.41,787,-23.7,0.6,4.2,2.2,13.1
COC(=O)c1sccc1NC(=O)CSc1ccccc1NS(=O)(=O)c1ccc(F)cc1,-7.7,658,0.7,1114,i,1.7,-0.6%,i,4.2,i,0.9,0.28,1919,26.7,9.0,1.1,1.7,6.9
N#C/C(=C(/O)CCCl)c1ccccn1,-24.4,698,-3.4,1020,i,-6.6,0.1%,i,31.1,i,0.2,0.62,1617,-12.0,14.0,2.6,2.5,4.1
COc1ccc(Cc2nnc(NS(=O)(=O)c3ccc(Cl)cc3)s2)cc1OC,-18.6,710,-1.9,995,i,17.1,1.3%,i,28.0,i,0.6,-0.85,1353,-3.0,-3.4,1.7,1.5,16.6
Cc1cccc(N(CC(=O)N2CCCC2)S(=O)(=O)c2ccccc2)c1,.,.,0.4,1142,i,13.0,0.3%,i,55.2,i,2.0,-0.73,906,2.3,19.1,4.1,4.7,11.0
CCOC(=O)CSc1nc2sc3c(c2c(=O)n1-c1ccccc1)CCN(C(C)C)C3,8.3,421,.,.,.,.,-0.4%,i,28.7,i,0.7,.,.,.,.,.,.,.
Cc1ccccc1-n1c(SC2CCOC2=O)nnc1-c1ccncc1 (stereo not drawn),9.7,686,-1.1,928,i,2.0,-0.1%,i,48.4,i,0.2,-0.17,1584,-8.6,-10.9,2.4,2.4,5.0
CCOC(=O)C1CCN(c2ccc([N+](=O)[O-])cc2)CC1,-4.9,717,0.9,1547,i,-8.7,-0.5%,i,39.0,i,1.1,-0.39,1356,-26.4,-19.2,3.1,1.8,1.9
Cc1cc(C(=O)N/N=C/c2ccc(Cl)c([N+](=O)[O-])c2)c(C)n1-c1ccc(F)cc1,11.2,671,4.0,431,i,6.1,-1.0%,i,33.8,i,1.1,-0.11,1156,10.6,13.3,15.6,13.0,40.5
O=C(C[n+]1ccc2c(c1)nnn2-c1ccccc1)c1ccc(Cl)cc1,10.1,697,-0.7,1385,.,.,1.3%,i,29.7,+,0.8*,0.09,1169,.,.,.,.,.
CN1c2ccccc2C(C)(C)C12C=Nc1c(ccc3ccccc13)O2 (stereo not drawn),.,.,0.7,1364,i,-1.2,0.8%,i,9.2,i,0.7,-0.1,1567,24.7,-10.9,2.1,1.3,1.0
O=C(Nc1cc2cc([N+](=O)[O-])ccc2oc1=O)c1cccs1,16.1,674,2.7,990,i,16.3,-0.2%,i,19.4,.,.,-0.03,1086,-12.7,-46.5,2.6,2.8,5.4
CCOc1ccc(S(=O)(=O)N2CCCC(C(=O)NCc3ccccc3)C2)cc1 (stereo not drawn),4.0,803,.,.,.,.,-0.6%,i,62.5,i,0.9,.,.,.,.,.,.,.
Cc1cc(NCCCN(C)C)n2nc(-c3cccs3)cc2n1,17.1,797,0.5,1058,i,-2.6,1.5%,i,52.3,i,0.3,0.32,1093,-0.4,-1.4,2.6,2.0,8.9
COc1ccc(C2=NC(C)(C)Cc3cc(OC)c(OC)cc32)cc1OC,1.2,787,.,.,.,.,-0.9%,i,27.8,i,0.5,.,.,.,.,.,.,.
O=C(Cn1c(=O)oc2ccccc21)Nc1ccccc1N1CCOCC1,1.1,651,-5.6,1147,i,-3.8,1.3%,i,39.0,i,0.8,-0.35,1196,5.1,7.1,4.2,2.3,5.1
O=C(CSc1nnc(-c2ccco2)n1-c1ccccc1)N1CCN(C(=O)c2ccco2)CC1,-1.6,668,.,.,i,7.2,-0.7%,i,41.9,i,1.1,0.37,1312,6.4,4.3,2.9,2.2,3.5
COCc1ccc([C@@H]2C[C@H]3CN(Cc4cccc(Cl)c4)C(=O)[C@]34CCCN24)o1,-18.9,662,-0.2,1538,i,1.4,-0.5%,i,13.5,i,0.4,.,.,2.7,2.2,1.9,1.6,3.2
COCCCn1c(SCC(=O)Nc2nc3ccccc3s2)nnc1-c1ccoc1C,-0.4,713,-0.6,1152,i,3.5,0.6%,i,9.3,i,0.8,0.2,1303,-2.4,-12.7,1.6,1.1,4.6
COc1ccc2c(c1)CCc1c(C(=O)NCC(C)C)noc1-2,18.0,721,-4.4,1125,i,3.4,-1.2%,i,19.7,i,0.6,-0.28,1276,12.3,10.7,0.9,1.2,5.5
COc1ccc(C(=O)c2c[nH]c(C(=O)NCCCN3CCOCC3)c2)cc1,-0.9,722,-0.9,1515,i,-5.4,0.2%,i,0.9,i,0.6,0.24,1390,-6.5,-1.2,2.5,1.7,6.9
Cc1ccc(S(=O)(=O)N2CCN(CC(=O)N/N=C/c3cc([N+](=O)[O-])ccc3Cl)CC2)cc1,-4.2,594,-1.8,1132,i,-1.6,-0.7%,i,8.9,i,0.3,-0.11,1387,-1.4,3.9,7.3,2.9,11.8
COc1ccccc1NC(=O)Cn1c(CN2CCCCC2)nc2ccccc2c1=O,.,.,-4.0,811,i,3.3,-1.1%,i,42.8,i,7.7,-0.19,882,-2.6,-16.7,1.0,1.4,9.4
O=C(CSc1nccn1-c1ccc(F)cc1)Nc1ccc2c(c1)OCO2,.,.,-0.7,1285,i,0.9,0.0%,i,1.1,i,0.2,1.44,1474,4.8,15.1,2.0,1.4,10.6
O=C(NN1CCOCC1)c1ccc(Cl)cc1,-0.3,592,0.6,507,i,2.0,0.0%,i,51.1,i,0.2,-0.33,1261,-2.9,-8.2,3.3,2.5,7.1
O=C(CNC(=S)NC(=O)c1ccc(Cl)cc1)c1ccccc1,3.7,692,.,.,i,-6.7,1.5%,i,5.8,i,2.0,0.17,1151,-15.7,8.4,2.4,3.7,9.6
Fc1ccc(-c2nnn(Cc3nc4ccccc4s3)n2)cc1,.,.,-0.7,1068,i,-11.5,-0.1%,i,30.1,i,1.2,.,.,1.8,6.6,1.4,1.6,7.5
CC(C)(C)c1ccc(OC(=O)c2ccccc2)cc1,11.7,734,-4.1,1151,.,.,-0.9%,i,33.7,i,1.3,-0.16,1377,.,.,.,.,.
Cc1nc(N)c(C#N)c(-c2cccnc2)c1C,-28.3,690,0.2,995,i,5.8,0.2%,i,24.2,+,8.4*,-0.82,1184,10.8,-1.5,3.5,1.8,4.7
CCOc1cc(/C=N/N2CCOCC2)ccc1OCc1ccc(C(=O)OC)o1,12.0,696,-0.7,1118,i,7.4,-0.3%,i,34.4,i,0.8,0.57,1365,9.7,-1.6,2.1,2.1,5.7
CC(C)(C)CC(C)(C)NCC(O)COc1ccc2c(c1)CCC2 (stereo not drawn),.,.,.,.,i,-15.1,0.0%,i,43.8,i,0.8,.,.,.,.,2.3,1.6,3.4
CCOC(=O)C1CCCN(Cc2ccc(OC)cc2OC)C1 (stereo not drawn),.,.,-0.8,910,i,-2.1,0.3%,i,56.4,i,0.3,0.09,1223,.,.,1.9,2.0,12.7
CCn1c(COc2ccccc2)nnc1SCC(=O)C(C)(C)C,.,.,1.1,1184,i,10.1,0.0%,i,58.0,+,6.6*,0.06,929,-7.9,-6.0,3.6,1.4,11.8
Cc1ccc(NC(=O)CNCc2cccs2)c(Br)c1,16.9,799,.,.,.,.,-0.9%,i,55.3,i,1.8,.,.,.,.,.,.,.
COC(=O)c1sc2nc(-c3ccccc3)c3c(c2c1N)CCCC3,.,.,.,.,i,-2.1,?,i,44.0,i,1.3,.,.,17.2,22.0,0.9,2.6,10.4
Cn1cc(Br)c(C(=O)NC2C3CC4CC(C3)CC2C4)n1 (stereo not drawn),-1.5,751,2.8,1043,i,5.7,0.8%,i,27.0,i,0.6,-0.06,1213,-8.9,-9.4,2.7,3.0,30.1
